High-throughput results deposited in PubChem BioAssay by several laboratories.
STK33 inh: inhibitors of purified STK33 kinase, primary screen, biochemical, ADP-Glo luminescence, homogeneous, cell-free | Serine/threonine-protein kinase 33 (Homo sapiens), Q9BYT3 | MBP phosphorylation | inhibition, % at 10 µM | 320,000 compounds, 0.073% hits | AID 2661, 2010;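 active means inhibition at or above 25%, using the most active replicate where run in duplicate; inactive means inhibition below 25%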
Target sequence (Q9BYT3 whole entry, looked up): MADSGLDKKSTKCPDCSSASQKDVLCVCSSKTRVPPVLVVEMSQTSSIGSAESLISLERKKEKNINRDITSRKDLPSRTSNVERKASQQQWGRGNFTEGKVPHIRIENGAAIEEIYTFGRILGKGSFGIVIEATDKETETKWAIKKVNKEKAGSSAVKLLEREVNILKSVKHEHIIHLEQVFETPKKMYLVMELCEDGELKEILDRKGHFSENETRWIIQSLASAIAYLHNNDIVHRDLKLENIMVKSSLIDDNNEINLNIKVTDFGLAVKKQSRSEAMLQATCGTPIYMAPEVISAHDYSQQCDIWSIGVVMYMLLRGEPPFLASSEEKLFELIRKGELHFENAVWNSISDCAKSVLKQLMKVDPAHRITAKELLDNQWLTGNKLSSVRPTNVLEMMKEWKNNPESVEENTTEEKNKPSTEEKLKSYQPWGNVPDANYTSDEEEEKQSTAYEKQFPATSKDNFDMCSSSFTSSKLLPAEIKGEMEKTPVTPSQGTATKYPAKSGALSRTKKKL
OX1R antag-1: antagonists of human orexin 1 receptor (OX1R) | inhibition, % at 6.6 µM | AID 485270, 2010 | OX1R-expressing cells, FRET antagonist read-out | Orexin/Hypocretin receptor type 1 (Homo sapiens), O43613 | 330,000 compounds, 1.8% hits; in the data active means inhibition mostly above about 38%, no sharp cut-off; inactive means mostly below about 40%;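 further: 0% = agonist challenge alone and 100% = reference antagonist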
Target sequence (O43613 whole entry, looked up): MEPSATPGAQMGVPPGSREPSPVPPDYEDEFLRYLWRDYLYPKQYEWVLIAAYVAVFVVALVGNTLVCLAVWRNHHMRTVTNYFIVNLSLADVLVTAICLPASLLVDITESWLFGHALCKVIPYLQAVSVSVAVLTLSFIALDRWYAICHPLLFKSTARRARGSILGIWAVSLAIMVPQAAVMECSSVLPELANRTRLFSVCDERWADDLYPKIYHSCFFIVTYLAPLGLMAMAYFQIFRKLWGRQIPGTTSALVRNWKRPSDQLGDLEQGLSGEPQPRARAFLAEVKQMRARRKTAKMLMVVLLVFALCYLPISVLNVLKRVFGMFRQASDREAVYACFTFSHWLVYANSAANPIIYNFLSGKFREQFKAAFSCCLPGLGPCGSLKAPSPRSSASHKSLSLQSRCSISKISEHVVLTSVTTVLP
OX1R antag-2: OX1R (HCRTR1) antagonists, primary screen, fluorescence, CHO/OX1R cells, Fluo-8 calcium, orexin A. AID 434989, 2010. Orexin/Hypocretin receptor type 1 (Homo sapiens), O43613. Fluo-8 calcium fluorescence. inhibition, % at 5 µM. 330,000 compounds, 0.43% hits;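 active means inhibition above its plate's threshold, mean inhibition of all tested compounds on the plate plus 3 SD, cut at about 37% in these data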;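 further: 0% = orexin A challenge wells and 100% = SB-334867-A antagonist wells; not every result past the cut was called active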
* = called active by the depositor; · = not tested or not shown. Rows are unselected; any-hit rate near 2.2%.

The line under a structure holds: STK33 inh	OX1R antag-1	OX1R antag-2
Nc1ccccc1Oc1ccc2ccccc2c1
    -0.7	15	-8
Cc1cc(C)nc(NC(=O)NC(=O)c2ccccc2)n1
    -0.7	6	2
COCCNCC(=O)C12CC3CC(CC(C3)C1)C2
    -1.4	10	4
O=C(COC(=O)CCC(=O)c1ccc(F)cc1)NCCc1ccccc1
    -0.3	19	-11
Nc1ccc(S(=O)(=O)c2cccc(N)c2)cc1
    0.6	12	-10
CC1=C(C(=O)OCc2ccccc2)C(c2ccc(Cl)cc2Cl)NC(=O)N1CCCC(=O)O (stereo not given)
    0.1	27	-3
CCCC(NC(=O)C(C)Sc1nnnn1C1CC1)c1ccccc1 (stereo not given)
    -1.9	2	-19
COc1ccccc1C(=O)Nc1ccc(OCC(=O)N2CC(C)OC(C)C2)cc1 (stereo not given)
    3.2	13	-30
Cc1c(NS(=O)(=O)c2ccc3c(c2)n(C)c(=O)n3C)c(=O)n(-c2ccccc2)n1C
    1.0	1	-16
O=c1[nH]ncc(N/N=C\c2cccs2)c1Cl
    4.0	37	9
CN(C)S(=O)(=O)c1ccc(-c2ccccc2)cc1
    -0.4	2	7
N#CCC(=O)N/N=C/c1cn(Cc2ccc3ccccc3c2)c2ccccc12
    -1.0	4	-7
CCCCC#Cc1cncc(C(=O)N/N=C/c2ccccc2)c1
    -0.9	6	5
COC(=O)NCC(c1ccc2c(c1)OCO2)N1CCN(c2ccccc2)CC1 (stereo not given)
    -1.0	4	-19
Cc1c(-n2c(O)c(C3=c4ccccc4=NC3=O)sc2=O)c(=O)n(-c2ccccc2)n1C
    0.2	15	-13
N#Cc1cccc(NC(=O)Cc2ccccc2)c1
    0.4	3	-7
COc1ccc([N+](=O)[O-])cc1NC(=O)C1CCCN1S(=O)(=O)c1cccs1 (stereo not given)
    -0.8	13	-23
COc1ccc(Cl)cc1C(=O)NNC(=O)CCNC(C)=O
    -0.1	-4	-5
Cc1cc(C)n(CC(C)NC(=O)c2cc(COc3c(F)cccc3F)on2)n1 (stereo not given)
    -1.6	14	-14
Cc1cccc(C)c1NC(=O)CN(C)CC(=O)c1c(N)n(Cc2ccccc2)c(=O)n(C)c1=O
    0.8	1	-10
CCS(=O)(=O)N1CCCC(C(=O)NCc2ccccc2Cl)C1 (stereo not given)
    -1.1	10	-19
COc1ccccc1N1CCN(c2nc(C)nc3c2oc2ccccc23)CC1
    -0.3	33	-10
C=CCOc1ccc(/C=C2\SC(=S)N(N3CCOCC3)C2=O)cc1
    -1.3	-3	-16
CCN(CC)C(=O)/C=C/c1ccccc1
    -0.5	2	-9
CCCCc1nnc(SCC(=O)Nc2nccs2)n1C
    -1.2	6	-14
O=C(NCc1ccncc1)C1CCN(S(=O)(=O)c2cc(Cl)ccc2Cl)CC1
    1.3	9	-14
O=C(Nc1ccc(F)cc1)Nc1ccc(N2CCCC2)c(S(=O)(=O)Nc2ccccc2Cl)c1
    0.2	47	25
O=C(Nc1nnc(S(=O)(=O)Cc2ccc(F)cc2)s1)c1ccccc1F
    -0.3	20	-8
CCOc1ccc2nc(SCC(=O)c3ccccc3)sc2c1
    -1.8	6	21
CCN(C[C@H]1N[C@@](Cc2ccccc2)(C(=O)OC)[C@H]2C(=O)N(C)C(=O)[C@@H]12)C(=O)c1ccc(C(C)(C)C)cc1
    ·	10	-23
COc1ccccc1N1CCN(C(=O)Cn2nnc(-c3ccncc3)n2)CC1
    -0.1	0	-16
CCOC(=O)c1cc2c(nc1N)CCCC2
    -1.1	6	-10
CCOC(=O)NC(NC(=O)OCC)C(=O)c1ccccc1
    3.4	2	18
CC(C)Oc1ccc(Br)cc1/C=N\NC(N)=S
    1.2	26	-10
Cc1ccc(CNC(=O)c2ccc(N3CCC4(CC3)CC(c3ccccc3)=NO4)c(NC(=O)c3ccccc3)c2)cc1
    1.6	35	-29
Cc1ccc2c(c1)N(S(=O)(=O)c1cc(-c3cc(C)no3)ccc1C)CCO2
    0.5	40	-14
O=C1CCCCC1Sc1nnc(-c2ccc3c(c2)OCO3)o1 (stereo not given)
    -1.7	12	-14
CCOC(=O)C1(Cc2cccc(Cl)c2)CCCN(C(=O)c2occc2C)C1 (stereo not given)
    0.0	16	-16
Cc1cccc(NC(=O)Cn2c(O)c(N=NC(=O)c3ccncc3)c3ccccc32)c1
    -1.6	8	-20
Cc1ccc(O)c(-c2cc(-c3cccc(F)c3)n[nH]2)c1
    -1.9	8	23

Record cards (already shown).
`COc1ccccc1N1CCN(C(=O)Cn2nnc(-c3ccncc3)n2)CC1` is entered as STK33 inh: -0.1; OX1R antag-1: 0; OX1R antag-2: -16
`O=C(Nc1ccc(F)cc1)Nc1ccc(N2CCCC2)c(S(=O)(=O)Nc2ccccc2Cl)c1` is entered as STK33 inh: 0.2; OX1R antag-1: 47; OX1R antag-2: 25
`CCS(=O)(=O)N1CCCC(C(=O)NCc2ccccc2Cl)C1` (stereo not given) is entered as STK33 inh: -1.1; OX1R antag-1: 10; OX1R antag-2: -19

(next part)
The line under a structure holds: STK33 inh	OX1R antag-1	OX1R antag-2
NC(=O)COc1ccc(C2c3c(oc4ccccc4c3=O)C(=O)N2CC2CCCO2)cc1 (stereo not given)
    -1.1	28	-15
C/C(=N\OC(=O)c1ccc(Cl)cc1)c1nccs1
    -0.1	8	3
NC(=O)CC[C@@H]1NC(=O)[C@@H]2CCCN2C(=O)c2cc([N+](=O)[O-])cc(I)c2NCCC[C@@H](C(=O)NC(CC(=O)O)C(N)=O)NC1=O (stereo not given in full)
    -0.9	41	-1
COc1ccc(N2CCN(C(=O)CN(C3CCCCC3)S(C)(=O)=O)CC2)cc1
    -1.3	22	-17
COC(=O)CN1C(=O)[C@H]2[C@@H](/C=C/c3ccccc3)N3C(=O)CN(CC4CC4)C(=O)[C@@]3(Cc3ccccc3)[C@H]2C1=O
    -0.5	9	-12
CN1C(C(=O)NCCc2cccs2)CC2Cn3c(nc4cc5ccccc5cc43)C21 (stereo not given)
    -1.1	30	-14
COc1ccc(/C=N/NC(=O)c2snnc2C)c(OC)c1OC
    -0.5	11	-12
CCCCCNCC(=O)Nc1cccc(C(=O)Nc2cccc(C(F)(F)F)c2)c1
    2.1	2	-12
Fc1ccc(-c2ccnc(=S)[nH]2)cc1
    -0.6	15	-10
O=C(NC1CCOC1)c1cc(COc2cccc(C(F)(F)F)c2)on1 (stereo not given)
    -0.3	11	-4
COc1ccc(S(=O)(=O)NCC(=O)Nc2ccc(F)cc2)cc1
    0.7	13	-6
Cc1c(Cl)cccc1NC(=S)N(Cc1ccccc1)Cc1cccnc1
    0.2	48	-25
Cc1ccc(S(=O)OCC(=O)Nc2cc(Cl)ccc2N2CCOCC2)cc1 (stereo not given)
    0.9	4	-19
CC(C)c1cc(=O)n2[nH]c(SCc3ccccc3Cl)nc2n1
    -0.7	2	6
CCOC(=O)N1CCN(c2nc(=S)n(-c3ccccc3)c(C)c2C(C)=O)CC1
    -2.0	-5	-9
CCc1cccc(CC)c1NC(=O)CSc1nnc(CCC(=O)O)c(=O)[nH]1
    -1.3	10	1
COc1ccc(-c2cc(=O)c3cc(OC)c(OC)cc3[nH]2)cc1
    1.7	11	5
COc1ccc(OC)c(Nc2nc(NCc3ccco3)c3ccccc3n2)c1
    0.3	11	-21
Cc1ccc(Cn2nnc3c(=O)[nH]c(C(=O)NCc4ccco4)nc32)cc1
    -1.2	32	-22
COc1ccc(NS(=O)(=O)c2cccc(C(=O)N3CCCCCCC3)c2)cc1
    -0.4	5	-13
O=S(=O)(c1ccccc1)N(Cc1nc(-c2ccccc2)no1)C1CCCCC1
    -1.1	20	28
CCOc1ccc(NC(=O)CSc2nc(N3CCOCC3)nc(N3CCOCC3)n2)cc1
    -0.4	7	-15
COc1ccc(S(=O)(=O)N(Cc2cc3cc(C)ccc3[nH]c2=O)CC2CCCO2)cc1 (stereo not given)
    2.8	14	-29
O=C(COC(=O)c1ccc(CO)cc1)Nc1ccc2ccccc2c1
    -0.9	-1	0
CC1(C)NC(=O)N(CC(=O)OCC(=O)c2ccc(Cl)s2)C1=O
    -1.7	6	2
CC(C)(C)N1C(=O)[C@H]2[C@@H](c3ccc(Br)cc3)N3C(=O)N(c4ccccc4)C(=O)[C@@]3(Cc3ccccc3)[C@H]2C1=O
    -0.1	17	-46
O=c1oc2ccccc2c2c1SC(C(F)(F)F)C2 (stereo not given)
    -0.1	6	-17
CN(CC(=O)NCCc1ccc(F)cc1)Cc1ccc(Br)cc1
    -0.2	18	-21
O=S(=O)(c1ccccc1)c1nc(-c2ccco2)oc1NCc1ccccc1
    -0.1	11	-29
Cc1ccc(C(=O)Oc2coc(CSc3nnc(NC(=O)c4cccs4)s3)cc2=O)cc1
    -0.7	21	-5
COc1ccccc1/C=N/n1cnnc1
    -1.5	20	-5
CSc1ncc(CNc2cc([N+](=O)[O-])ccc2C)c(N)n1
    1.6	13	-7
CN(C)c1ccc(CNc2ccc3c(c2)ncn3C)cc1
    0.7	12	-20
O=C(O)c1ccc2c(=O)n(-c3ccccc3)c(=S)[nH]c2c1
    -0.7	8	5
c1ccc(CSCc2ccccc2)cc1
    0.0	11	-12
CC(C)(C)C1=CC(=Nc2ccccc2N)C=C(C(C)(C)C)C1=O
    -2.5	-5	-6
Cc1ccc(S(=O)(=O)C(C#N)c2nc3ccccc3nc2N2CCN(C)CC2)cc1 (stereo not given)
    -0.9	23	-18
CCCCSc1nnc(CCNC(=O)OC(C)(C)C)o1
    -1.8	4	-18
COc1ccc(C2CC(c3ccccc3)=NN2S(=O)(=O)c2ccc(C)cc2)c(OC)c1 (stereo not given)
    -0.1	15	-29
CC(=O)CC(C)(C)Nc1nc2ccc([N+](=O)[O-])cc2o1
    2.3	15	-30
CC(=O)Nc1cccc(OC(=O)N2CCOCC2)c1
    0.4	2	0
CCN(CC(=O)Nc1ccc(OC)cc1)C(=O)c1ccc([N+](=O)[O-])cc1
    0.2	4	-10
CCOc1ccc(NC(=S)N2CCN(CCN3C(=O)c4cccc5cccc(c45)C3=O)CC2)cc1
    -0.1	40	-22
CCOC(=O)[C@H]1[C@H]2COc3cc(OC)ccc3[C@@H]2N2C(=O)CN(Cc3ccco3)C(=O)[C@@]12C
    -1.0	9	-12
CCN(CC)CCNc1ncnc2c1[nH]c1ccc(OC)cc12
    -1.4	15	-11
O=C(O)c1ccc(C(=O)O)c(C(=O)c2ccc(NC(=O)c3ccccc3)cc2)c1
    0.4	-3	-22
Cc1ccc(/C=C2\Oc3cc(OC(=O)N4CCOCC4)ccc3C2=O)cc1
    -0.7	17	-24
COc1ccc2oc(CS(=O)c3ccccc3)c(C(=O)O)c2c1 (stereo not given)
    -1.3	5	-2
Cc1ccc(S(=O)(=O)NCCC(=O)N2CCN(C/C=C/c3ccccc3)CC2)cc1
    -1.6	2	-10
COc1ccc(Cl)cc1S(=O)(=O)NC(C)C(=O)NCc1cccnc1 (stereo not given)
    -0.3	8	-9
CCOC(=O)c1c(C(C)(C)C)oc2ccc(O)cc12
    2.0	17	-11
Cc1c(C(=O)N(CCC#N)c2ccccc2)sc2nc3n(c(=O)c12)CCCC3
    -1.5	13	-18
CCCN1C(=O)/C(=C/c2ccc(C)s2)SC1=Nc1ccc(OC)cc1
    -2.7	19	-13
CC(C)CNc1nc(Oc2ccc(=O)n(C)n2)nc(N2CCOCC2)n1
    -0.7	22	-25
Nc1nc(/C=C/c2cccnc2)nc(-c2ccccc2O)n1
    2.5	39	-7
O=C(NCCc1csc(-c2ccc(C(F)(F)F)cc2)n1)c1cccs1
    0.2	14	-37
Cn1c(=O)cc(OCCCC(=O)N2CCN(Cc3ccc4c(c3)OCO4)CC2)c2ccccc21
    -0.8	3	-30
Cc1cc(C)cc(NS(=O)(=O)c2c(C(=O)N3CCCCCC3)c(C)n(C)c2C)c1
    -1.4	42	-9
CC(=O)Nc1ccc(N/C=C/C(=O)c2ccccc2)cc1
    -0.7	7	-15
O=C(Nc1ccc(-c2nc3ncccc3o2)cc1)c1ccc([N+](=O)[O-])o1
    1.5	9	-4

Next section.
The line under a structure holds: STK33 inh	OX1R antag-1	OX1R antag-2
Cc1nnsc1C(=O)NC1CCCc2c1cnn2-c1ccc(C(C)(C)C)cc1 (stereo not given)
    0.5	28	12
O=C(COC(=O)c1c[nH]c(=O)[nH]c1=O)Nc1ccccc1
    -1.4	9	0
CCCNC(=O)Cc1c(C)oc2ccccc12
    -0.6	1	4
CC(C)CNC(=O)CCCSc1nc2ccccc2[nH]1
    ·	1	-19
COc1ccc(NC(=O)Cn2c(=O)n(CC(=O)NCc3ccco3)c(=O)c3ccccc32)cc1OC
    -0.8	3	-23
Cc1cc(C)nc(NC(=O)c2ccc(Cl)c(Cl)c2)n1
    0.3	12	-12
Cc1ccc(S(=O)(=O)NCC(=O)OC(C)C(=O)Nc2ncc(Cl)cc2Cl)cc1 (stereo not given)
    -0.4	-5	-28
CCCS(=O)(=O)c1nc(S(=O)(=O)c2ccc(Cl)cc2)c(N2CCC(O)CC2)s1
    1.2	11	-23
